Source: PubChem
PTHR1 agonist – agonists of human PTHR1 parathyroid hormone receptor | Q03431 | HEK293 GP2 PTHR1 cells, GloSensor cAMP luminescence, 1 h | Potency, µM (top dose mostly 115 µM), inactives show at the highest dose activation, most hits filed as activators | 410,000 tested, 0.075% active; also: potency is read from the fitted curve at half-maximal effect; nearly all actives have a fitted effect of over 55% in size; some results filed as inactive show a strong effect at the top dose; inactives centre near -15; many of its hits are not listed in these tables
Target sequence (Q03431 whole entry, looked up): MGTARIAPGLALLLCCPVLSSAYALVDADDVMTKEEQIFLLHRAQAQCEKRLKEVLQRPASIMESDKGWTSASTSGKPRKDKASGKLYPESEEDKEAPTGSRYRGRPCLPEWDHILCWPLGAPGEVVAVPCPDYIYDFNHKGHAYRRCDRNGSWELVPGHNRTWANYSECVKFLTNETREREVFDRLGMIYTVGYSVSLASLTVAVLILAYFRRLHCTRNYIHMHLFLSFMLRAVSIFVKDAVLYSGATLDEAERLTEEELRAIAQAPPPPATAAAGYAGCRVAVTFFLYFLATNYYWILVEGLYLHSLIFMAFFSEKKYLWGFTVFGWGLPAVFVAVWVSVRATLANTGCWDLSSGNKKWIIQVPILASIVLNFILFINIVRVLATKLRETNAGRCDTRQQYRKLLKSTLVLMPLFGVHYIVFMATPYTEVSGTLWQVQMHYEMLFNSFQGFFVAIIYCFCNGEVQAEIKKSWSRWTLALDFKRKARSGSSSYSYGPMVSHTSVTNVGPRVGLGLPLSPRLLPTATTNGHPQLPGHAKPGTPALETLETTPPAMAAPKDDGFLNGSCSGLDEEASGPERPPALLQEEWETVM
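HEK-293-derived GP2 cells expressing PTHR1 and a GloSensor cAMP reporter, 3,000/well, plated overnight, given luciferin plus IBMX (each 0.5 mM as added) for 1 h at 37 °C, then compound for 1 h at 37 °C. Luminescence was read after 15 min at room temperature.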
HEK293 tox – cytotoxicity in counter-screen for GLP-1R inverse agonists; HEK293 cAMP-luciferase reporter cells, luminescence, 24 h; AID 624418; Potency, µM (series often up to 38.3 µM), inactives show at the top dose activity change, negative = inhibition, hits mostly inhibitors; 410,000 tested, 0.13% active;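 also: loss of luciferase light is scored as toxicity; potency is read from the fitted curve at half-maximal effect; % is scaled to controls: 0 for no effect and ±100 for the full control effect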
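Luminescence readout: signal drop marks cytotoxicity. Plated cells grew 12 h at 37 °C, 5% CO2, received 23 nL compound for 24 h, then got luciferase reagent, read after 12 min at RT.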
GLP-1R inv ag – inverse agonists of human GLP-1 receptor; P43220; HEK293 GLP-1R CRE-luciferase, luminescence, 24 h; GLP-1R form is constitutively active; Potency, µM (doses to about 38.3 µM), for inactives: at the highest dose activity change, negative = inhibition, hits mostly inhibitors; 410,000 tested, 1.6% active; AID 624417; also: potency is read from the fitted curve at half-maximal effect; % is scaled to controls: 0 for no effect and ±100 for the full control effect; nearly all actives have a fitted effect of over 55% in size
Target sequence (P43220 whole entry, looked up): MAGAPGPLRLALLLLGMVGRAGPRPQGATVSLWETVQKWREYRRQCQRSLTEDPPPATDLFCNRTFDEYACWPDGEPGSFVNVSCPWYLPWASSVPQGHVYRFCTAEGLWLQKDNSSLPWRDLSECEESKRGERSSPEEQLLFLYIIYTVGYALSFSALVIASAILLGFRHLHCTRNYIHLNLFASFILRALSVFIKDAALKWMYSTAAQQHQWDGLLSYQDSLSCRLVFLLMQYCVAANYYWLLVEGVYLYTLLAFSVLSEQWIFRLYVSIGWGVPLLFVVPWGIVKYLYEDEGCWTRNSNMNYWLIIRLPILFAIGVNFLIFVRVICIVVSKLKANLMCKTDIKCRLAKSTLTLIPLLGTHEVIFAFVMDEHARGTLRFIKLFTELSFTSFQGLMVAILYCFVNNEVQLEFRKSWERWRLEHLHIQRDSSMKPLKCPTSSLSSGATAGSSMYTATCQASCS
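Constitutively active GLP-1R drives a cAMP-responsive luciferase in stably transfected HEK293 cells; test compounds are added after overnight (12 h) attachment and left 24 hr, and signal loss in luminescence marks inhibition.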
Akt phos inh – inhibitors of Akt phosphorylation | Neuro2A IGF-stimulated pAkt S473 HTRF, 20 min; stronger effect = lower value | activity change, % for hits at 50 µM | 360,000 tested, 0.32% active | AID 651550; in the data active = activity change below about -80%; inconclusive = mostly about -51% to -80%; also: % is scaled to controls: 0 for no effect and ±100 for the full control effect
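Neuro2A cells in DMEM with 0.5% FBS, overnight at 37 deg C, given compound at single 50 µM final, then IGF (6 nM final) for 20 min at 37 deg C. Lysed; phospho-Akt Ser473 by HTRF after 24 h, 665/615 ratio.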
Abeta rescue – restores growth of yeast expressing A-beta42 peptide. yeast expressing A-beta42, growth rescue, OD600, 48 h; response scale: 0% DMSO, 100% iron-clioquinol control. AID 1347071. 410,000 tested, 0.063% active. Potency, µM (top dose mostly 46.1 µM), inactives show top-dose growth rescue, actives largely listed as activators; also: potency is read from the fitted curve at half-maximal effect; nearly all actives have a fitted effect of over 55% in size
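Growth rescue measured by 600 nm absorbance after 48 h yeast culture at 30 C with compound. Values normalized between DMSO and an equimolar ferric chloride plus clioquinol control.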
FUS yeast rescue – suppressors of FUS proteinopathy in yeast; S. cerevisiae FUS-expressing, growth rescue, OD600, 24 h; Potency, µM (doses to about 76.6 µM), inactives show at the top dose growth rescue (activation), hits mostly activators; 390,000 tested, 0.24% active; AID 1347120;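 also: potency is read from the fitted curve at half-maximal effect; plate controls were DMSO vehicle for no effect and reference control for full effect; nearly all actives have a fitted effect of over 55% in size; some results filed as inactive show a strong effect at the top dose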
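Steps: raffinose overnight preculture; dilution to OD 0.005 in 2% galactose minimal medium; compound addition (concentration series); 24hr at 30C, 99% humidity; absorbance read at 600 nm.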
aSyn yeast inh – alpha-synuclein toxicity inhibition in yeast. Yeast expressing alpha-synuclein, growth rescue, BacTiter-Glo, 24 h. Potency, µM (titrated, usually from 46.1 µM), for inactives: top-dose growth rescue (activation), usual class: activators. 370,000 tested, 0.14% active; also: potency is read from the fitted curve at half-maximal effect; % of control where 0% means no effect; nearly all actives have a fitted effect of over 65% in size
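Readout is rescue of growth in alpha-synuclein-expressing yeast, so inhibitors of toxicity appear as activators. Growth after 24 hr at 30 deg C in galactose medium is quantified by luminescence.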
MmCpn inh – blocks the Methanococcus maripaludis chaperonin Mm-Cpn; purified Mm-Cpn ATPase, ADP Transcreener TR-FRET; Potency, µM (titrated, usually from 76.9 µM), without a hit: at the highest dose activity, negative = inhibition, most hits filed as inhibitors; 330,000 tested, 0.031% active; also: potency is read from the fitted curve at half-maximal effect; % is scaled to controls: 0 for no effect and ±100 for the full control effect; nearly all actives have a fitted effect of over 80% in size
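Quantitative HTS used 25 nM Mm-CPN and 10 uM ATP in magnesium/KCl Tris buffer, pH 7.4, with 1 mM DTT. Hydrolysis ran 30 min at 37°C; ADP was read by HTRF.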
TDP-43 yeast inh – TDP-43 toxicity inhibition in yeast | Potency, µM (doses to about 46.1 µM), inactives show top-dose growth rescue (activation), actives largely listed as activators | 410,000 tested, 1.8% active | AID 652104 | TDP-43 expressing yeast growth rescue, BacTiter-Glo, 24 h; also: potency is read from the fitted curve at half-maximal effect; % of control where 0% means no effect; nearly all actives have a fitted effect of over 50% in size
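Readout is BacTiter-Glo luminescence of cell growth, so inhibitors register as activators. TDP-43-expressing yeast at OD600=0.02 in galactose medium, after raffinose pregrowth to mid-log, were incubated with compound for 24 hr at 30 deg C.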
* marks the source's active call; other numbers are inactive results; i = inactive; ? = inconclusive; / = no result given; & = joins results of further samples; [ ] = remark or other dose. Unless noted, calls follow the shape of the dose curve; as a rule, active = well fitted curve in the direction sought with a large enough effect; inconclusive = small, poorly fitted or top-dose-only effect, or another doubt; inactive = no such curve, though single readings can be large; an effect the other way counts as inactive or inconclusive. This is a subset. The share of hits here may be higher or lower than overall.

SMILES	PTHR1 agonist	HEK293 tox	GLP-1R inv ag	Akt phos inh	Abeta rescue	FUS yeast rescue	aSyn yeast inh	MmCpn inh	TDP-43 yeast inh
Cc1ccc(NC(=O)C/C(N)=N/O)cc1C	i	2%	0%	i	-3%	18%	1%	2%	-12%
CCOC(=O)C1CCN(S(=O)(=O)c2c(C)[nH]c(=O)[nH]c2=O)CC1	i	-3%	6%	i	18%	-2%	2%	2%	3%
C=CCOCC(O)CS(=O)(=O)Cc1ccc(Cl)cc1 (configuration not stated)	i	0%	-2%	i	12%	21%	11%	0%	7%
CN(CCCNC(=O)c1cc2c(Cl)nc3ccccc3c2s1)Cc1ccccc1	-18%	?	?	i	-7%&-13%	0%&10%	6%	2%	-12%[0.397 µM]
CCN(CC(=O)NCc1cccs1)C(=O)CCCOc1ccc(C(C)(C)C)cc1	-31%[inhibitor]	-25%	?	i	4%	/	0%	0%	17%
Fc1ccc(CNC(=S)NC2CCCC2)cc1	-29%	?	?	i	17%	7%	-5%	0%	0%
Cc1ccc(S(=O)(=O)N2CC=C(N)N2)cc1	i	0%	0%	i	-19%	/	-4%	/	-3%
CC(C)CCOc1ccc(/C=N/N2C(=O)CSC2=S)cc1	-19%	-2%	-3%	i	16%	18%	-8%	1%	-3%
O=C(COc1ccc2c3c(c(=O)oc2c1)CCC3)NCc1ccccn1	-5%	0%	72%[activator]	i	-6%	-12%	2%	-2%	0%
CCOc1cccc2sc(NC(=O)c3ccc(S(=O)(=O)N4CCCCC4C)cc3)nc12 (configuration not stated)	2%	7%	-18%	/	-13%	-4%	/	/	-15%
C/C(=N\OCC(=O)OCC(=O)N(Cc1ccccc1)C(C)(C)C)c1ccc2c(c1)OCO2	i	13%	1%	i	10%	10%	-3%	0%	-8%
Cc1ccc(NC(=O)CSc2sc3c(O)cc(=O)[nH]c3c2C#N)c(F)c1	-13%	4%	36%[activator]	i	-10%	?	-2%	-20%	-10%
COc1ccccc1N1CCN(c2ncnc3c2c(-c2ccccc2)cn3-c2cccc(C)c2)CC1	17%	-3%	11%	/	-2%	2%	/	/	1%
N#C/C(=C\c1ccc(OCCN2CCOCC2)cc1)C(=O)Nc1ccccc1	-14%	14%	-16%	i	6%	18%	7%	-3%	-6%
O=C(CCCn1c(=S)[nH]c2cc3c(cc2c1=O)OCO3)N1CCN(c2ncccn2)CC1	-4%[57.5 µM]	-13%	61%	i	9%	20%	4%	1%	-10%
CC(C)(C)NC(=O)C(c1ccc(-c2ccccc2)cc1)n1c(=O)c(-c2ccco2)nc2ccccc21 (configuration not stated)	-29%	1%	?	i	-9%	40%	-5%	/	3%
Clc1ccc(Cn2ncc3c(N4CCCCC4)ncnc32)cc1	-14%	-13%	?	i	-12%	13%	26%	2%	?
COc1ccc(/C=C2\SC(=S)N(CCC(=O)NCCc3ccc(O)cc3)C2=O)cc1	i	5%	-7%	i	7%	20%	7%	-7%	0%
CC(C)Oc1ccc(C2CC(=O)N(c3cccc(Br)c3)C2=O)cc1 (configuration not stated)	i	-10%	?	i	20%	-8%	9%	-1%	20µM*
CCCC(=O)Nc1c(-c2cccs2)c(=O)c2ccccc2n1C	i	-2%	9%	i	-12%	22%	-4%	0%	-21%
COc1ccc(C(=O)Nc2c(N)nc(SCC(=O)Nc3ccc(NC(C)=O)cc3)[nH]c2=O)cc1	i	-3%	10%	i	1%	22%	1%	-5%	6%
Fc1ccc(Nc2ncnc3onc(-c4cccc(Cl)c4)c23)c(F)c1	9%	1%	-1%	/	2%	-11%	/	/	17%
COc1ccccc1-c1nnc(SC(C)C(=O)NCC2CCCO2)n1C (configuration not stated)	i	3%	32%[activator]	i	-2%	8%	-2%	/	-32%[inhibitor]
COc1ccccc1C(=O)NC(=S)Nc1ccccc1N1CCCCC1	-20%	-18%	?	i	0%	/	0%	1%	23%
CN1CCN(c2oc(-c3ccc(COc4ccc(Cl)cc4)o3)nc2C#N)CC1	-13%	-3%	?	/	1%	-5%	/	/	-3%
COc1ccccc1C(=O)NNC(=O)C1CCN(C(=O)OC(C)(C)C)CC1	-16%	8%	1%	i	8%	13%	-2%	0%	-5%
O=C(Nc1ccc(-n2nncc2-c2ccccc2)cc1)c1cccc(F)c1	-20%	3%	-23%	/	-15%	-1%	/	/	5%
CCC(=O)NCCCOc1ccccc1	0%	9%	17%	i	-15%	-15%	0%	-4%	-17%
COc1cccc(C(=O)C2CCCN(C(=O)CCC3=NNC(=O)CC3)C2)c1 (configuration not stated)	-11%	4%	3%	i	-5%	-25%	-1%	0%	0%
C[C@H](CO)N1C[C@H](C)[C@@H](CN(C)S(C)(=O)=O)Oc2ccc(NC(=O)Nc3ccccc3)cc2C1=O	-8%	-26%	11%	i	12%	-21%	4%	2%	7%
Cc1ccc(N2C(=O)CS/C2=C(\C(Cl)=C(Cl)Cl)[N+](=O)[O-])cc1	0%[57.5 µM]	?	11%	i	-7%	-13%	0%	-2%	-17%
CSc1ccccc1C(=O)NC1CCSc2ccccc21 (configuration not stated)	i	3%	-22%	i	4%	2%	1%	-2%	24%
CCN(C(=O)CSc1nnc(C2CC2)n1-c1ccccc1)C1CCS(=O)(=O)C1 (configuration not stated)	i	-3%	-23%	i	-10%	-6%	-8%	0%	-2%
FC(F)(F)c1nc2ccccc2nc1N/N=C\c1ccccc1	-5%	8.9µM*	?	i	-3%	-1%	-18%	-2%	1%
Cc1ccc(NC(=O)Nc2nnc(Cc3ccc(F)cc3)s2)cc1	i	-4%	3%	i	3%	5%	-3%	0%	-3%
CCOC(=O)c1cc(N)cc([N+](=O)[O-])c1	i	-11%	39%[activator]	i	8%	3%	7%	-1%	?
Cc1ccc(/C=C/S(=O)(=O)NCC(=O)OCC(=O)Nc2ccc(C(=O)N(C)C)cc2)cc1	-24%	2%	3%	i	2%	4%	1%	2%	5%
COCCn1c(=O)[nH]c(=O)c2c1nc(-c1cc(Br)c3c(c1)OCO3)n2Cc1ccccc1	-2%	9%	33%[activator]	i	10%	?	8%	-17%	23%
O=C(c1ccc2c(Cl)c3c(nc2c1)CCCC3)N1CCN(c2ccccc2F)CC1	i	-4%	-2%	/	4%	-2%	/	/	0%
CCN=C1Sc2nc3ccc(OCC)cc3cc2CN1CCOC	-65%[inhibitor]	-3%	?	i	4%	?	1%	?	13%
O=C(N/N=C/c1cc([N+](=O)[O-])cc([N+](=O)[O-])c1O)C(O)(c1ccccc1)c1ccccc1	36%	-25%	-2%	i	-7%	21%	-1%	1%	0%
NC(CSC1(c2ccccc2)c2ccccc2-c2ccccc21)C(=O)O (configuration not stated)	-6%	10%	?	i	5%	/	6%	/	0%
Nc1ncnc2sc3c(c12)CCNC3	-7%	-28%	32%[activator]	i	-8%	-21%	-2%	-1%	-3%
COc1ccc(CCNC(=O)C2CCN(S(=O)(=O)c3c(C)noc3C)CC2)cc1OC	i	2%	0%	i	20%	11%	4%	/	0%
COc1ccc(CCn2c(N)cc(=O)[nH]c2=O)cc1OC	-18%	17%	0%	i	-8%	/	-2%	5%	3%
CC(=O)c1cnn(-c2ccccc2)c1C	-21%	3%	0%	i	-12%	-1%	-10%	-6%	-4%
COc1ccc(CCNC(=O)CN(c2ccc(OC)c(OC)c2)S(=O)(=O)c2ccccc2)cc1OC	?	5%	5%	i	?	5%	-5%	-4%	-1%
O=C(NS(=O)(=O)Oc1ccc(Cl)cc1)OC[C@@H]1CCCN2CCCC[C@H]12	i	-12%	5%	i	22%	-6%	2%	1%	5%
Cc1nn(-c2ccccc2)c(-n2cccc2)c1C(=O)NCCCN1CCN(c2ccccc2F)CC1	i	-16%	?	/	-12%	33%	/	/	18%
O=C(NNc1c(Cl)cncc1Cl)c1cccs1	-3%	-4%	0%	i	-5%	1%	2%	0%	-5%

The list goes on.
SMILES	PTHR1 agonist	HEK293 tox	GLP-1R inv ag	Akt phos inh	Abeta rescue	FUS yeast rescue	aSyn yeast inh	MmCpn inh	TDP-43 yeast inh
Cc1ccc(CNC(=O)Cn2ccc3cc(S(=O)(=O)N4CCCC4)ccc32)o1	i	-12%	0%	i	20%	10%	-1%	0%	1%
COc1ccc(CNC(=O)CCC(=O)N2CCN(S(=O)(=O)c3ccc(Cl)cc3)CC2)cc1	i	8%	12%	i	9%	-2%	-6%	0%	-5%
Cc1cc(=O)oc2cc(OCC3CC(c4ccccc4)=NO3)ccc12 (configuration not stated)	-26%	-9%	4%	i	11%	13%	8%	-4%	-12%
COc1ccc(C)c2sc(N(Cc3cccnc3)C(=O)c3cccs3)nc12	-12%	-9%	21%	/	-15%	23%	/	/	14%
Cn1cc(Br)c(C(=O)NC2C3CC4CC(C3)CC2C4)n1 (configuration not stated)	i	7%	-1%	/	-6%	-7%	/	3%	17%
CCc1nnc(NC(=O)c2ccc3c(=O)n4c(nc3c2)CCC4)s1	-17%	3%	6%	i	-2%	-12%	2%	/	2%
Cn1c(=O)c(=O)n(C)c2cc(N3CCCCC3)c(NS(=O)(=O)c3ccc(Br)cc3)cc21	i	-2%	-15%	i	-16%	21%	1%	5%	8%
Cc1cc(C)nc(-n2nc(C)cc2NC(=O)CNCc2ccccc2)n1	i	-1%	16%	i	-21%	-6%	1%	-1%	8%
